Screening results as filed in PubChem BioAssay.
Lipid storage S3 = qHTS Assay for Lipid Storage Modulators in Drosophila S3 Cells; 0.64% of 320,000 active; AID 2685; Potency in µM for hits, for the others lipid storage change, negative = inhibition, % at the top dose, mostly 46.1 µM; Drosophila S3 cells, BODIPY lipid droplet fluorescence, 18-24 h; cells fed with added oleic acid; active = well fitted inhibition curve with a large enough effect in the signal ratio, with a control signal flat, not every such curve was filed as active; inconclusive = small, poorly fitted or top-dose-only effect, or effect the other way, or a change in a side signal; the % refers to the signal ratio
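Drosophila S3 cells loaded with oleic acid (400 uM, as added) and compounds at several concentrations; lipid droplets imaged by 488-nm laser-scanning cytometry, 500–530 nm intensity and object ratio to cell channel. Percent activity normalized to 20 uM Triacsin C.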
Lipid storage S3 cell count max = further read-out of Lipid storage S3, marked with its call; cell number change, %; measured here: cell count max response;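 cells counted by Cell Tracker Red CMTPX staining in the red channel; peak over a dose series mostly up to 46.1 µM; percent activity relative to internal control wells on each plate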
* = called active by the depositor; i = inactive; ? = inconclusive; . = no result given; [ ] = dose if it differs, or a comment. % is set by controls: 0 for no effect and ±100 for the full control effect; potency is the fitted concentration of half-maximal effect.

SMILES	Lipid storage S3	Lipid storage S3 cell count max
O=C(O)/C=C/C(=O)Nc1ccc(C2(c3ccc(NC(=O)/C=C/C(=O)O)cc3)c3ccccc3-c3ccccc32)cc1	20%	-2
O=C(Cn1cnc2c(nnn2Cc2ccc(F)cc2)c1=O)Nc1cccc(F)c1	?	.
O=S(=O)(c1cccc(Cl)c1)N1CCC(c2nc3ccccc3[nH]2)CC1	i	2
COc1ccc(NCC(=O)N/N=C/c2ccc3c(c2)OCCO3)cc1	?	.
O=C(C1=C[C@H](c2ccc(C(F)(F)F)cc2)C[C@H](OCc2ccc(CO)cc2)O1)N1CCN(Cc2ccc3c(c2)OCO3)CC1	-3%	0
O=C(OCc1ccccc1)/C(=C(\O)c1ccccc1Br)c1ccc(-c2ccccc2)cn1	i	-23
O=C(Cc1ccccc1)NCC(=O)OCC(=O)c1ccc(OC(=O)c2ccccc2)cc1	8%	-14
COc1ccc(C2CC2/C(=N/O)c2ccccn2)cc1 (stereo unspecified)	-2%	-21
CC(C)(C)NS(=O)(=O)c1ccc(NC(=O)Cc2ccccc2[N+](=O)[O-])cc1	3%	18
Cc1ccc(-c2c[n+](CC(=O)OCc3ccccc3)c3n2CCC3)cc1	-2%	-11
CC1=NN(C(=O)c2ccccc2Br)C(O)(c2cccnc2)C1 (stereo unspecified)	-11%	8
Cc1ccc(Oc2c(C)nc(-c3ccccc3)[nH]c2=O)cc1	-1%	5
Cc1ccc(S(=O)(=O)N/N=C\c2cc3c(cc2Br)OCO3)cc1	?	.
Cc1csc(NC(=O)c2cc(=O)[nH]c3ccccc23)n1	-2%	-7
CCOc1ccc2[nH]c(=O)c(CN(CCc3ccccc3)C(=O)N3CCOCC3)cc2c1	-24%	-13
Cc1c(C(=O)NCCN2CCOCC2)oc2ccccc12	?	.
COc1ccc(S(=O)(=O)N2CCN=C2SCc2cccc(F)c2)cc1	?	.
O=C(/C=C/c1ccccc1Cl)N(c1ccccn1)C1CCCCC1	-6%	-5
S=C(NCCN1CCOCC1)N1CCN(c2cccc(Cl)c2)CC1	?	.
O=C(O)c1cc(N/C(=N\S(=O)(=O)c2ccc(F)cc2)c2ccccc2)ccc1O	?	.
Nn1c(Cc2ccccc2)nc2cc(Cl)ccc2c1=O	9%	19
CCC(Sc1nc2cc3c(cc2c(=O)n1Cc1ccco1)OCO3)C(=O)NCCOC (stereo unspecified)	?	.
COc1ccc(NC(=O)C2CC(=O)N(C)C(=Nc3ccc4c(c3)OCO4)S2)cc1 (stereo unspecified)	?	.
COc1ccccc1N1CCN(C(=O)CCC(=O)N2CCN(c3ccccc3OC)CC2)CC1	i	22
CC1CCCN(c2nc3nonc3nc2Nc2ccccc2F)C1 (stereo unspecified)	i	-16

Sorted by the number under Lipid storage S3 cell count max (lowest first): 3 from the list above.
| Molecule | Lipid storage S3 cell count max |
| --- | --- |
| O=C(OCc1ccccc1)/C(=C(\O)c1ccccc1Br)c1ccc(-c2ccccc2)cn1 | -23 |
| Cc1csc(NC(=O)c2cc(=O)[nH]c3ccccc23)n1 | -7 |
| CC(C)(C)NS(=O)(=O)c1ccc(NC(=O)Cc2ccccc2[N+](=O)[O-])cc1 | 18 |

New compounds follow:
SMILES	Lipid storage S3	Lipid storage S3 cell count max
Cc1ccsc1C(=O)NNC(=O)CCN1CCN(c2ccccc2)CC1	?	.
O=S(=O)(NC1c2cccc3cccc(c23)C1N1CCNCC1)c1ccccc1 (stereo unspecified)	?	.
CCOC(=O)Oc1ccc2c(c1)C(C)=CC(C)(C)N2C(=O)OCC	11%	19
COC(=O)c1cc(OC)nc2ccc(Br)cc12	-4%	-10
CC1CCC(NC(=O)c2ccc(NC(=O)CC3SC(N4CCCC4)=NC3=O)cc2)CC1 (stereo unspecified)	?	.
Cc1ccccc1CN(C)c1ccc(S(=O)(=O)N2CCN(C)CC2)cn1	?	.
CCOC(=O)C(=CNc1ccccc1Cl)C(=O)OCC	?	.
CC(=O)C1=C(C)NC2=C(C(=O)CC(C)(C)C2)C1C (stereo unspecified)	-2%	23
Clc1ccc(N2CCN(c3cnc4ccccc4n3)CC2)cc1	i	-5
Nc1c2c(nc3ccc(Br)cc13)N(C1CCCCC1)CC2	?	.
CC(C)Oc1ccc(C(=O)Nc2ccc(NC(=O)c3ccco3)c(Cl)c2)cc1	-2%	-14
CCOC(=O)C1CCN(c2nc(N)c3c(N)nc(SCC(=O)O)cc3c2C#N)CC1	-5%	-3
CCc1cccc(NS(=O)(=O)c2c(C)nc3sc(CC)nn3c2=O)c1	?	.
N#Cc1ccc[n+](CC(=O)c2ccc(NC(=O)c3ccccc3)cc2)c1	3%	-7
c1cncc(-c2nc(N3CCOCC3)c3c4c(sc3n2)CCC4)c1	?	.
Cc1[nH]nc(-c2ccc(O)cc2O)c1-c1nc2ccccc2s1	2%	5
O=C(Cn1cnc2c(nnn2Cc2ccc(F)cc2)c1=O)NCc1ccc2c(c1)OCO2	7%	-9
N#Cc1cc([N+](=O)[O-])ccc1N1CCN(c2ccccc2O)CC1	-1%	-5
COc1cc(/C=N/NC(=O)CCN2CCN(C)CC2)cc2c1OCO2	?	.
Cc1ccc(S(=O)(=O)/C=C2\NC(=O)CS2)cc1	i	9
O=C(O)/C=C/c1ccc(S(=O)(=O)Nc2cccnc2)cc1	?	.
CC(=O)c1ccc(NC(=O)C[n+]2ccc(N(C)C)cc2)cc1	25%	-11
COCCNC(=O)/C(C#N)=C/c1cccc(/C=C(\C#N)C(=O)NCCOC)c1	?	.
COc1ccc(CNC(=O)CSCc2c(F)cccc2Cl)cc1	?	.
Cc1cc(=O)[nH]c(-c2cccs2)n1	?	.

Random excerpt: 6 compounds from above.
SMILES	Lipid storage S3	Lipid storage S3 cell count max
O=C(Cn1cnc2c(nnn2Cc2ccc(F)cc2)c1=O)NCc1ccc2c(c1)OCO2	7%	-9
O=C(O)/C=C/c1ccc(S(=O)(=O)Nc2cccnc2)cc1	?	.
O=S(=O)(c1cccc(Cl)c1)N1CCC(c2nc3ccccc3[nH]2)CC1	i	2
S=C(NCCN1CCOCC1)N1CCN(c2cccc(Cl)c2)CC1	?	.
CCOC(=O)C(=CNc1ccccc1Cl)C(=O)OCC	?	.
O=C(Cc1ccccc1)NCC(=O)OCC(=O)c1ccc(OC(=O)c2ccccc2)cc1	8%	-14

Next section.
SMILES	Lipid storage S3	Lipid storage S3 cell count max
O=S(=O)(NCCc1ccccn1)c1ccc(OC(F)(F)F)cc1	?	.
Cc1cc2n(n1)SC(Nc1cccc3ccccc13)N2 (stereo unspecified)	0%	-12
CC(=O)Nc1ccc(NC(=O)CSC2=NCCS2)cc1	?	.
COc1cccc(C2C=C(c3ccc(OC)cc3OC)Nc3nnnn32)c1 (stereo unspecified)	?	.
CCOC(=O)N1CCN(C(=O)Nc2ccc3nccnc3c2)CC1	4%	8
Cc1ccc(C(NC(=O)NC(C)c2ccccc2)C(Cl)(Cl)Cl)cc1F (stereo unspecified)	?	.
COc1ccc(C2Nc3ccccc3C(=O)N2c2ccc(F)cc2)cc1Cn1nnc2ccccc21 (stereo unspecified)	-1%	3
Cc1sc2ncnc(SCC(=O)N3CCC(c4noc5ccc(F)cc45)CC3)c2c1C	?	.
CCOC(=O)c1cc(OC(=O)c2cccc([N+](=O)[O-])c2)n(-c2ccccc2)n1	i	23
Nc1c(Cl)ncnc1NCc1ccccc1	-2%	-8
O=C(CNC(=O)c1ccccc1F)N/N=C/c1cccs1	?	.
CC(=O)N1c2ccc(S(=O)(=O)N3CCC(C(=O)Nc4cccc(C)n4)CC3)cc2CC1C (stereo unspecified)	?	.
OCC[C@H]1C[C@H](O)[C@@H](O)[C@]2(CCc3ccccc3CO2)O1	8%	-6
Oc1ccc(/C=N/Nc2nn3cnnc3c3ccccc23)cc1	19%	.
O=C(Nc1nccs1)c1ncc(Cl)c(Cl)c1Cl	?	.
CCOc1cc(C2NN=C(c3ccccc3)S2)ccc1OCc1ccccc1Cl (stereo unspecified)	-3%	-13
COc1cccc(NC(=O)NCCCCc2ccccc2)c1	-3%	19
CC(C)CCNC(=O)c1ccccc1SCC(=O)NC1CCCCCCC1	?	.
COCCN1C(=O)C(=O)/C(=C(/O)c2cccc(S(=O)(=O)N(C)C)c2)C12C(=O)N(C)c1ccccc12 (stereo unspecified)	?	.
Fc1ccc(NC(=S)N2CCCN(c3ccc(C(F)(F)F)cn3)CC2)c(F)c1	?	.
COc1cc([N+](=O)[O-])cc(/C=N\NC(=O)C2COc3ccccc3O2)c1O (stereo unspecified)	5%	.
C/C(=N\NC(=O)c1cccnc1)c1c(O)cc(C)oc1=O	?	.
N#Cc1cccc(CN2CCC(=O)N(CCO)CC2)c1	-22%	16
Cc1ccc(C(=O)N/C(=C\c2ccccc2)C(=O)NCCCn2ccnc2)cc1	?	.
Cc1cccc(C)c1NC(=O)c1cnccn1	?	.

Molecules listed so far with a COOH group (4):
SMILES	Lipid storage S3	Lipid storage S3 cell count max
O=C(O)/C=C/C(=O)Nc1ccc(C2(c3ccc(NC(=O)/C=C/C(=O)O)cc3)c3ccccc3-c3ccccc32)cc1	20%	-2
O=C(O)c1cc(N/C(=N\S(=O)(=O)c2ccc(F)cc2)c2ccccc2)ccc1O	?	.
CCOC(=O)C1CCN(c2nc(N)c3c(N)nc(SCC(=O)O)cc3c2C#N)CC1	-5%	-3
O=C(O)/C=C/c1ccc(S(=O)(=O)Nc2cccnc2)cc1	?	.

(further entries)
SMILES	Lipid storage S3	Lipid storage S3 cell count max
Cc1cc(C)n(-c2ccc(C(=O)OCC(=O)Nc3ccc(Cl)cc3[N+](=O)[O-])cc2)n1	-6%	-16
COc1c(S(=O)(=O)n2nc(C)cc2C)ccc(Cl)c1Cl	?	.
COc1ccc(NC(=O)/C(=C\c2cccnc2)NC(=O)c2cccs2)cc1	-1%	3
CCc1cccc(CC)c1N(COC)C(=O)Cn1c(CO)nc2ccccc21	?	.
COc1ccc(NC(=O)c2ccc(Cl)c(S(=O)(=O)NCC3CCCO3)c2)c(OC)c1 (stereo unspecified)	?	.
CC(=O)c1c(C)[nH]c(C(=O)N2CCN(C(=O)c3ccco3)CC2)c1C	i	.
COc1ccc(/C=N/NC(=O)c2nn(-c3ccc(Cl)cc3)c(=O)c3c(N)scc23)cc1	?	.
CC1CC/C(=N/Nc2ccccc2)C(=O)N1 (stereo unspecified)	?	.
CCOC(=O)C1(Cc2cccc(OC)c2)CCCN(S(=O)(=O)c2cccnc2)C1 (stereo unspecified)	-30%	-10
CC(=O)C1C(c2ccccc2)c2c(noc2C)CC1(C)O (stereo unspecified)	?	.
Cc1ccc(C2=NN=C(NC(=O)CSc3nc(C)cc(C)n3)SC2)cc1	?	.
CC(C)C[C@H](NC(=O)c1nc[nH]c1C(=O)NCc1ccc(CNC(=O)OC(C)(C)C)cc1)C(=O)OCc1ccccc1	?	.
Cc1noc(C)c1COc1cccc(C(=O)OCC(=O)NCCN2C(=O)CSC2=O)c1	-15%	.
COc1ccc(CCNC(=O)COC(=O)c2sc(C)nc2C)cc1	-23%	14
CC(=O)c1ccc(OCC(O)CN2C(C)CCCC2C)cc1 (stereo unspecified)	?	.
Cc1cc(=S)[nH]c2c(C)cccc12	?	.
O=C(NCC1CCCO1)C1C2C=CC3(CN(Cc4cccs4)C(=O)C13)O2 (stereo unspecified)	?	.
CNC(=O)CC1C(=O)N(c2ccc(Cl)cc2)C(=S)N1CCc1ccc(OC)c(OC)c1 (stereo unspecified)	11%	3
CCOC(=O)Cc1nc(-c2ccccc2)n[nH]1	?	.
CCN1CCN(CCCNC(=O)c2cc3sccc3n2CC)CC1	i	.
Cc1ccc(C)c(N(C(=O)Cc2cccs2)C(C(=O)NC2CCCC2)c2ccc(C)o2)c1 (stereo unspecified)	?	.
CCOc1ccc(S(=O)(=O)NCCC(=O)NCC2CCCO2)cc1 (stereo unspecified)	?	.
Cc1ccnn1CC(=O)N/N=C/c1c[nH]c2ccccc12	7%	1
CNC(=O)Cc1csc2ccc(C)cc12	5%	4
Nn1c(-c2ccco2)n[nH]c1=S	?	.
SMILES	Lipid storage S3	Lipid storage S3 cell count max
O=C(NC(=S)Nc1nc(-c2ccccc2)cs1)c1cccs1	22%	-5
COCCNC(=S)N1C2CCC1CC(NC(=O)NC13CC4CC(CC(C4)C1)C3)C2 (stereo unspecified)	-10%	-18
c1ccc2sc(N3CCOCC3)nc2c1	-17%	-14
Cc1c(F)cccc1NC(=O)CCC(=O)O	?	.
Cc1sc(NC(=O)C2CSC3(C)CCC(=O)N23)nc1-c1ccccc1 (stereo unspecified)	?	.
Cc1ccccc1-c1cc(-c2ccccc2O)n[nH]1	?	.
CC(C)(C)C(=O)Nc1nnc(SCC(=O)NC2CCCCC2)s1	i	26
O=C(NC12CC3CC(CC(C3)C1)C2)c1ccco1	?	.
CCN1C(=O)C(O)(CC(=O)c2ccccn2)c2ccccc21 (stereo unspecified)	?	.
Cc1cc(C)nc(N(C#N)Cc2cccc([N+](=O)[O-])c2)n1	8%[9.22 µM]	.
COc1cccc(N2C(=O)C3CC=C(Cl)CC3C2=O)c1 (stereo unspecified)	?	.
COc1ccc(/C=C2\SC(=O)N(CC(=O)Nc3ccc(F)cc3)C2=O)cc1O	i	3
O=C(c1ccccc1S(=O)(=O)NCc1ccccc1)N1CCCC1	?	.
CCOCCCN(C)C1CCN(C(=O)c2oc3ccccc3c2NC(=O)COc2cccc(C)c2)CC1	i	11
O=C(CCCCl)NC(=S)Nc1ccc(N2CCOCC2)cc1	-8%	-4
Cc1c(C(=O)N2CCN(c3ccc([N+](=O)[O-])cc3)CC2)oc2ccccc12	12%	-17
O=C(NCCO)c1cc([N+](=O)[O-])cc2c1C=Cc1ccccc1O2	9%	-9

An excerpt; count on the stated rates, not on these rows.
